MDM2 E3 inh = blocks human Mdm2 ubiquitin ligase activity; 210,000 tested, 0.11% active; Q00987; AID 1230; cell-based MDM2 ubiquitination luciferase reporter, 2 h; 0 = plate control, 100 = twice control, blank-subtracted; signal enhancement, % at 5 µM;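 active = signal enhancement of 30% or more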;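 also: luminescence tracks abundance of the self-degrading MDM2-luciferase fusion protein; higher signal means inhibition of MDM2 E3 ligase activity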
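System: stable MDM2–luciferase fusion reporter cells / Input: 2000 cells seeded into each well / Schedule: 4 h settle plus 2 h compound, 37 °C / Compound: single-point 5 µM / Buffer or medium: cells held in DMEM / Benchmarks: control and blank well means / Evaluation: percent signal gain over controls, blank-subtracted / Measured by: luciferase luminescence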
CHOP inh = CHOP inhibition in unfolded protein response. AID 2732. 220,000 tested, 3.8% active. inhibition, % at 10 µM. CHO-K1 CHOP-promoter luciferase, tunicamycin-induced, 15-18 h;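 active = compounds that reduced the stress-induced luciferase reporter signal by more than about 70% of percent inhibition, limit read from the data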;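 also: 0% = tunicamycin plus vehicle and 100% = wells without tunicamycin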
EBV gp42 block = EBV gp42 inhibition; 220,000 tested, 0.42% active; Fluorescence polarization binding assay, mP read-out; AID 1085; inhibition, % (tested at 21.74 µM); in the data active = inhibition above about 50%
Target sequence (Q1HVG2 whole entry, looked up): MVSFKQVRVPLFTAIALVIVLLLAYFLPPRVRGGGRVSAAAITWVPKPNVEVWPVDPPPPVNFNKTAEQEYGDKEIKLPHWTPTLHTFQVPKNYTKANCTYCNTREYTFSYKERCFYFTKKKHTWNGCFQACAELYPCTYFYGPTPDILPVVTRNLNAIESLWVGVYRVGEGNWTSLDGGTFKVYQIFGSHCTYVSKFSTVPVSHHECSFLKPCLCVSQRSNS
TRPML3 ag = agonists of human TRPML3 channel; Q8TDD5; HEK293 TRPML3-YFP, Fluo-8 calcium fluorescence; 100% = the carbachol control signal; activation, % at 3 µM; 220,000 tested, 0.29% active; AID 1448;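 active = activation above its plate's cutoff, the mean activation of the plate's test wells plus 3 SD, cut at about 12% in these data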;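 also: 0% = DMSO only wells and 100% = carbachol wells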
Target sequence (Q8TDD5 whole entry, looked up): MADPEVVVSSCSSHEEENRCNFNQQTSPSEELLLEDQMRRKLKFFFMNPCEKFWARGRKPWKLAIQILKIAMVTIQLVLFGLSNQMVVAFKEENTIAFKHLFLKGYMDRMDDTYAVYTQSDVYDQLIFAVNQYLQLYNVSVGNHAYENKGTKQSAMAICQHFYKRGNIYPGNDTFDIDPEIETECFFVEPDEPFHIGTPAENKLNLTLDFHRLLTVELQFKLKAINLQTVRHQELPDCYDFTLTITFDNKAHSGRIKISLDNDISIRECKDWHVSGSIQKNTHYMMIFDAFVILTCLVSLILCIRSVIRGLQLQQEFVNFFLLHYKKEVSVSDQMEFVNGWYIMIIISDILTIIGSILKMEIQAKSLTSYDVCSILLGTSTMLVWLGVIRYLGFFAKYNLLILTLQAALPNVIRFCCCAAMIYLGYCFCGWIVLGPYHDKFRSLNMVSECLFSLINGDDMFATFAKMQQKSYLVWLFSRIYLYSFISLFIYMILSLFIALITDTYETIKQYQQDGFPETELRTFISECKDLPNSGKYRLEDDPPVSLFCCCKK
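Test system: TRPML3-YFP stable HEK293 cells. Doses: single point at 3 µM. Incubation: dye loading 1 h 37 °C then 30 min ambient, 125 s read. Signal: Fluo-8 calcium dye fluorescence, ex 470-495, em 515-575 nm. Measure: percent activation from peak-to-basal fluorescence ratio, scaled between DMSO and carbachol.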
TNF death inh = inhibitors of TNF-alpha induced necroptosis in Jurkat FADD-/- cells; Jurkat FADD-/- TNF necroptosis rescue, ATP luminescence, 24 h; 0 = TNF only, 100 = no-TNF cells; activation (protection from cell death), % at 10 µM; 220,000 tested, 0.068% active; AID 463075;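 active = activation, meaning protection from cell death, of at least 50% relative to plate controls; inactive = activation below 50%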;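 also: necroptosis triggered by 40 ng/mL TNF-alpha added together with compound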
NCF1 inh = p47phox (human) inhibition | p47phox/p22phox peptide binding, fluorescence polarization, 2 h | 220,000 tested, 0.53% active | P14598 | AID 1274 | inhibition, % at 24.7 µM;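 active = inhibition above about 30%, limit read from the data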;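 also: 0% = p47phox with labelled peptide and 100% = labelled peptide alone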
Runt-SMMHC FRET = blocks binding of human RUNX1 Runt domain to CBFb-SMMHC; Q01196+Q13951; Cerulean-Runt/Venus-CBFb-SMMHC FRET ratio 530/480, 1 h; inhibition, % at 20 µM; 220,000 tested, 0.74% active; AID 1434;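 active = mean inhibition across duplicate retests at 20 µM reaching about 50%, limit read from the data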;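 also: 0% = DMSO wells and 100% = wells with excess untagged CBFb-SMMHC; inhibitors lower the FRET ratio by blocking Runt binding to CBFb-SMMHC; some results filed as inactive read as strong as hits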
PPC-1+TRAIL kill = kills PPC-1 cancer cells in the presence of TRAIL | PPC-1 cells + TRAIL, ATPLite viability luminescence | cell killing (% activity), % at 4 µM | 220,000 tested, 0.41% active | AID 1443;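 active = cell killing above 50% in the first pass at 4 µM, then a duplicate retest at 5 µM averaging 50% or more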;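 also: plate controls were cells with TRAIL plus DMSO for no effect and medium-only wells lacking cells for full effect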
TRPN1 ag = agonists of zebrafish TRPN1 channel; HEK293 zebrafish TRPN1-YFP, Fluo-8 calcium fluorescence; 100% = response to 87 µM carbachol; 220,000 tested, 0.18% active; activation, % at 3 µM;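 active = activation above its plate's cutoff, the mean activation of test wells on that plate plus 3 SD, cut at about 19% in these data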;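 also: 0% = DMSO alone and 100% = 87 µM carbachol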
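Material: zebrafish TRPN1-YFP in HEK293 cells. Doses: one dose of 3 µM, 0.3% DMSO. Incubation: dye 1 h 37 °C plus 30 min RT. Measured by: intracellular calcium fluorescence with Fluo-8.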
The depositor's hits bear a star; . = not tested or not shown; [ ] = remark or other dose.

Start of the data: the first 2 entries, to show the layout:
Values in the order – MDM2 E3 inh	CHOP inh	EBV gp42 block	TRPML3 ag	TNF death inh	NCF1 inh	Runt-SMMHC FRET	PPC-1+TRAIL kill	TRPN1 ag
CC(C)(C)c1ccc(-c2nnc3sc(-c4ccccn4)nn23)cc1
 : -46	60	0	-0.3	-1.3	-28	4	7	-0.3
Cc1cc(C)nc(Nc2ccc(C(=O)O)cc2)n1
 : -3	13	6	1.5	-0.3	-14	2	10	1.2

The listing, from the first entry:
Values in the order – MDM2 E3 inh	CHOP inh	EBV gp42 block	TRPML3 ag	TNF death inh	NCF1 inh	Runt-SMMHC FRET	PPC-1+TRAIL kill	TRPN1 ag
CC(C)(C)c1ccc(-c2nnc3sc(-c4ccccn4)nn23)cc1
 : -46	60	0	-0.3	-1.3	-28	4	7	-0.3
Cc1cc(C)nc(Nc2ccc(C(=O)O)cc2)n1
 : -3	13	6	1.5	-0.3	-14	2	10	1.2
O=C(c1ccc2c3c(cccc13)CC2)C1CCCN(C(=O)c2cc[n+]([O-])cc2)C1 (centres undefined)
 : -2	-1	-10	0.5	2.7	1	3	3	0.9
Cc1nc2ccc(NC(=O)COc3ccccc3)cc2s1
 : -7	14	-21	-0.4	-0.6	-10	3	1[5 µM]	1.4
O=C(c1cccc(S(=O)(=O)N2CCOCC2)c1)N1CCCCCC1
 : -3	-3	-15	1.2	-0.4	-1	-3	3	0.9
S=C(Nc1ccccc1)N1CCOCCOCCN(C(=S)Nc2ccccc2)CCOCCOCC1
 : -6	1	5	-0.2	1.2	-4	2	1	-0.6
CC(=O)c1sc(-c2ccc(Cl)cc2)cc1N
 : -1	28	3	0.1	-4.7	-9	132	16	-0.5
CC(C)Cn1c(-c2ccccc2)nc(=S)c2c1CCCC2
 : -22	16	-10	0.4	-0.3	-11	0	1	0.3
CCOC(=O)Cc1csc(SCC(=O)NC2CCCC(C)C2C)n1 (centres undefined)
 : -17	0	-2	0.1	0.0	-7	0	12	3.7
Clc1ccccc1C1=Nn2c(nnc2-c2ccco2)SC1
 : 7	-3	-17	-0.8	-2.7	-1	0	4	-1.2
Cc1ccc(C(=O)N2CCCCC2C(=O)O)o1 (centres undefined)
 : -5	-4	2	1.9	-0.3	5	-1	15	1.2
CSc1ccc(C(=O)C2CCCN(S(=O)(=O)N(C)C)C2)cc1 (centres undefined)
 : -6	-11	-1	1.3	1.1	7	1	7	1.9
CC(C)CC(NC(=O)c1cccs1)c1nnc(SCc2ccc(Cl)c(Cl)c2)n1C (centres undefined)
 : -8	39	19	0.5	0.4	-6	-1	6	-0.5
O=C(OCc1c(Cl)cccc1Cl)c1ccccn1
 : -9	-10	-1	-0.3	-0.3	-11	-2	7	0.4
O=C(Cc1ccccc1[N+](=O)[O-])Nc1ccccc1C(=O)N1CCOCC1
 : -10	23	-7	0.7	1.1	.	2	-1	-0.1
O=C(NCc1ccccc1)c1ccc(C2SCC(=O)N2Cc2ccccc2)cc1 (centres undefined)
 : .	35	9	0.3	1.4	-9	-4	30	0.4
CCOc1ccc(-n2c(SCC(N)=O)nc3c(c2=O)SCC3)cc1
 : 3	1	-19	0.3	-0.3	-18	-5	29	2.4
O=S(=O)(c1cccs1)n1cnc2ccccc21
 : .	7	-28	1.0	1.2	-12	-2	-12	-0.1
S=C(NCCc1ccncc1)Nc1ccccc1
 : -10	13	-3	0.3	-0.3	8	9	18	0.0
NC(=O)CC1Nc2cccc3cccc(c23)NC1=O (centres undefined)
 : -20	-5	-35	-0.3	2.3	4	-40	1	-0.7
CCCSc1nc2c(c(=O)[nH]c(=O)n2C)n1CCc1ccccc1
 : -12	20	-5	0.2	0.0	-10	1	10	-0.5
CC(C)Sc1ccc([N+](=O)[O-])cc1C(=O)Nc1ccncc1
 : 6	-2	-11	-1.0	1.3	-12	-7	6	1.1
CCc1c(C#N)c(SCCC(=O)Nc2cccc(OC)c2)nc2c1C(=O)CC(C)(C)C2
 : -5	64	-1	0.6	6.3	-11	4	12	-1.1
O=[N+]([O-])c1cccc(P(=O)(O)c2cccc([N+](=O)[O-])c2)c1
 : -1	11	6	0.6	2.0	-8	0	-2	0.8
CCOC(=O)c1cccc(NC(=O)CSc2nnc(-c3cccnc3)n2C)c1
 : 3	26	-12	-0.5	-0.4	-3	0	20	-0.3
CSc1ncc(Cl)c(C(=O)Nc2nnc(SC/C=C/c3ccccc3)s2)n1
 : -19	39	15	0.6	1.6	-10	-9	14	0.7
Cc1cccc(CSC2=NCCN2C(=O)c2ccc(S(=O)(=O)N(C)C)cc2)c1
 : -16	4	4	1.7	-0.7	-1	-2	-2	-0.1
CC1CN(S(=O)(=O)c2ccc(C(=O)O)cc2)CC(C)O1 (centres undefined)
 : -7	9	-11	0.9	2.6	-16	0	2	0.8
CCOC(=O)CSc1nc2sc3c(c2c(=O)[nH]1)CCCC3
 : -10	44	-1	0.5	-0.1	-5	2	14	0.2
CC1(C)CC(=O)C2=C(C1)Oc1ncn(CCCO)c(=N)c1C2c1ccccc1 (centres undefined)
 : -1	5	-20	-0.3	-1.8	0	1	-6	1.5
CN1C(=O)C(=C2CCCCCC2)SC1=S
 : -15	58	-23	0.0	1.6	-6	0	16	0.4
CSC1=N/C(=C\c2cccnc2)C(=O)N1c1ccccc1
 : -5	5	-24	0.1	1.5	-11	-2	3	-1.2
c1coc(Cn2nnnc2CN2CCN(C3CCCCC3)CC2)c1
 : 1	5	-25	0.9	1.7	-9	-3	40	-1.3
O=C(Nc1ccccc1Cl)C1CCN(Cc2cnn(-c3ccccc3)c2-n2cccc2)CC1
 : -6	52	0	0.7	-2.4	1	-2	1	-1.7
COc1ccc(-c2noc(-c3ccco3)n2)cc1OC
 : 10	68	-21	0.8	-0.1	-13	0	45	-0.8
Cn1nc(C(F)(F)F)cc1C(=O)NC1CCCCCC1
 : -15	29	-18	-0.8	-1.6	-10	1	-11	-0.1
COc1ccc2nc(SC)c(C#N)cc2c1
 : -9	-15	2	1.0	-0.5	-16	0	7	-0.3
COCCN1CCc2c(C)nc3c(-c4ccc(OC)c(OC)c4)cnn3c21
 : 7	12	-1	0.2	0.2	-3	2	-11	0.1
C/C(=N\NC(=O)CC#N)C1COc2ccccc2O1 (centres undefined)
 : 5	3	-9	0.8	-0.3	-11	-2	10	0.9
Cc1cccc(OCC(=O)N/N=C/c2ccccc2C(=O)O)c1
 : -17	17	-6	0.7	-0.3	3	-2	2	1.1
Cc1sc(NC(=O)CCC(=O)O)c(C#N)c1C
 : -17	15	-6	0.6	0.1	-9	-4	11	0.4
COc1ccc(NC(=O)Nc2ccccc2C(N)=O)cc1
 : -5	5	10	0.6	1.1	11	-4	-2	0.5
O=C1OC(N2CCN(C(=O)c3ccco3)CC2)c2ccccc21 (centres undefined)
 : -12	4	-2	1.0	0.3	5	-2	5	0.9
CCOc1ccc(-c2nn3c(-c4ccccc4)nnc3s2)cc1
 : -3	61	-12	0.2	-1.1	-20	-3	2	0.3
CC(C)(O)C#Cc1ccc(C(=O)NC(CCCNC(N)=O)C(=O)O)s1 (centres undefined)
 : -3	16	-13	1.4	0.6	-12	-5	6	0.5
COC1CCCCC1NS(=O)(=O)c1ccc(Cl)cc1 (centres undefined)
 : -7	-19	4	0.0	-0.6	1	2	8	0.0
COc1cccc(C(=O)NNC(=O)CCc2ccccc2)c1
 : 0	14	-3	0.3	1.2	-1	-1	6	-0.2
O=C(NC(=S)Nc1cccc(CO)c1)c1ccc(-c2ccccc2)cc1
 : -13	-1	-4	0.1	1.2	-24	-3	-10	0.4
CC(=O)/C(=N\Nc1ccccc1)Sc1nncn1C
 : -4	-10	7	0.3	0.6	-17	5	12	-1.4
COc1ccccc1CN1C[C@@H]2C[C@@H](C3=Cc4cccc(OC)c4OC3)N3CCC[C@@]23C1=O
 : -5	44	11	-0.2	0.5	-9	-3	-7	-1.8
CSc1nc(-c2ccccc2)c2cc(Cl)ccc2n1
 : 7	45	-13	0.2	0.8	-6	-2	27	-0.2
CCOC(=O)CC(=O)Nc1ccc(C(=O)OCC)cc1
 : -4	29	-28	0.6	0.2	-15	1	6	1.3
CC(=O)Nc1nc2c(ncn2COCCOC(C)=O)c(=O)[nH]1
 : 5	-4	-3	0.6	-1.2	-12	1	18	0.6
COC(C/C=C/C(=O)COCc1ccccc1)OC
 : 3	-30	-2	.	-12	-6	0	-11	.
NS(=O)(=O)c1ccc(NC(=S)NCc2ccc(F)cc2)cc1
 : -3	1	-2	0.1	0.7	-8	-2	30	0.4
COc1ccc(OC)c(NC(=O)C2CCC(CNc3c(N4CCC(C)CC4)c(=O)c3=O)CC2)c1 (centres undefined)
 : -19	46	3	-1.1	-3.7	11	-1	30	-3.0
O=c1/c(=C\c2cccc(O)c2)sc2nc(-c3ccccc3)c(-c3ccccc3)n12
 : .	99*	-1	1.1	2.2	-12	-7	12	0.6
CC(C)[C@H](NC(=O)c1ccccc1)C(=O)OCC(=O)c1ccc2c(c1)NC(=O)CO2
 : -26	23	-33	0.2	-12	-9	-3	20	-0.2
CC(=O)Nc1ccc(C(=O)OCC(=O)NC(=O)NC(C)(C)C)cc1
 : -11	18	-37	0.6	-0.5	-2	0	-18	0.1
O=C1N=C(N2CCN(c3ccccc3)CC2)SC1Cc1ccccc1 (centres undefined)
 : -7	25	-22	0.3	0.4	-26	0	9	-0.3

(listing goes on)
Values in the order – MDM2 E3 inh	CHOP inh	EBV gp42 block	TRPML3 ag	TNF death inh	NCF1 inh	Runt-SMMHC FRET	PPC-1+TRAIL kill	TRPN1 ag
CC1(/[N+]([O-])=C/c2ccc(Cl)cc2Cl)CCCCC1=O (centres undefined)
 : -7	14	-11	0.8	0.2	14	0	-16	-1.5
O=C(N/N=C/c1c[nH]c2ccccc12)C1CC1(c1ccccc1)c1ccccc1 (centres undefined)
 : -9	100*	10	-0.1	4.4	-17	2	2	-1.6
COc1ccc(S(=O)(=O)N(C)CC(=O)Nc2ccc3c(c2)OCCO3)cc1OC
 : -10	10	-6	0.6	0.0	-7	-2	-1	0.3
Cc1cc(C)c(S(=O)(=O)Nc2cccc(S(=O)(=O)NC3=NCCC3)c2)c(C)c1
 : 7	8	-10	0.6	0.1	-6	1	0	1.7
Cc1ccccc1/C=N\NC(=O)c1ccc(Cn2cccn2)o1
 : 14	-29	-10	0.8	0.8	-3	0	29	1.2
COCC(C)NS(=O)(=O)c1ccc(C)cc1 (centres undefined)
 : -11	36	1	0.4	2.0	-1	0	-7	1.5

From PubChem BioAssay
